Compound activity from PubChem BioAssay.
dFosB activator – enhances mouse delta FosB homodimer DNA binding; purified delta FosB, TAMRA-CDK5 oligo fluorescence polarization; percent of positive-control signal above neutral wells; activation, % at 25 µM; actives 0.99% (n = 340,000); AID 493131;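 active = mean activation above about 17%, with every replicate also reaching it, limit read from the data, passing the limit was not always enough; inconclusive = only one of the two conditions met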;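 note: fluorescence polarization rise as delta FosB binds a TAMRA Cdk5 AP-1 oligo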
Wnt act – Wnt/beta-catenin pathway activation; AID 743398; actives 1.2% (n = 300,000); Wnt/beta-catenin reporter cell assay, activator, plate reader; activation, % at 9.35 µM; in the data active = activation above about 30%, passing the limit was not always enough; inconclusive = no clear call, values can overlap the other calls;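 note: 0% = neutral control wells and 100% = positive control wells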
CDK5 p35 inh – CDK5/p35 (human) kinase inhibition | Q00535+Q15078 | actives 0.01% (n = 330,000) | inhibition, % at 10 µM | Recombinant CDK5/p35, ADP-Glo luminescence, 60 min;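 active = highest replicate inhibition of at least 50% and at least 75% of replicates reaching 50%; inconclusive = only one of the two criteria met; inactive = both criteria failed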;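 note: plate controls were DMSO neutral control for no effect and GW8510 at 10 µM for full effect; many of its hits are not listed in these tables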
PvdQ inh – P. aeruginosa PvdQ acylase inhibition. purified PvdQ acylase, fluorescence plate reader. inhibition, % at 10 µM. actives 0.063% (n = 340,000). AID 488965; in the data active = inhibition above about 30%, passing the limit was not always enough; inconclusive = no clear call, values can overlap the other calls;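 note: 0% = vehicle neutral wells and 100% = reference inhibitor wells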
MITF TRPM1 HTS – MITF TRPM1 promoter activation in melanoma cells; actives 0.75% (n = 300,000); SK-MEL-5 TRPM1-promoter luciferase, 24 h; % of positive control, neutral wells = 0; AID 588334; activation, % at 12.5 µM;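 active = mean activation of at least 80% with every replicate also reaching 80%; inconclusive = mean reaches 80% but some replicate falls short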;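 note: 0% = neutral control wells and 100% = parthenolide positive control wells; values of inactives mirror those of a sister screen read the other way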
HTR5A ag ctr – HTR5A agonism, opioid heterodimer counter-screen; AID 504692; P47898; HTR5A agonist assay, luminescence, cell-based; activation, % at 9.3 µM; actives 0.61% (n = 340,000); in the data active = activation mostly above about 9.5%, no sharp cut-off; inactive = mostly below about 7.6%;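 note: 0% = cells with vehicle only and 100% = reference agonist; strong numbers were not always called active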
Target sequence (P47898 whole entry, looked up): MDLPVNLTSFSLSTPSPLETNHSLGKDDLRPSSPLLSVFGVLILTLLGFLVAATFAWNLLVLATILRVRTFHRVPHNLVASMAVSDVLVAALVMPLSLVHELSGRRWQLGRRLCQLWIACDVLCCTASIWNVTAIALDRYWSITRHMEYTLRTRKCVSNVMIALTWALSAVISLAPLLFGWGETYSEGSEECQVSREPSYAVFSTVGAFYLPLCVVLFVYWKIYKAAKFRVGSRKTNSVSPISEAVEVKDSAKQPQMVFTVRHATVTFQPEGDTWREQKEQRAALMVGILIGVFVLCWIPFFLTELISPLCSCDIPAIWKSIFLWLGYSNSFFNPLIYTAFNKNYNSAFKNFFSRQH
NSD2 HMT inh – inhibitors of human histone methyltransferase NSD2. inhibition, % at 12.5 µM. NSD2 peptide methylation, AlphaScreen, 120 min. actives 0.54% (n = 310,000); in the data active = inhibition above about 50%
SR-BI HDL uptake – inhibitors of mouse SR-BI mediated HDL lipid uptake; Q61009; actives 0.96% (n = 320,000); ldlA[mSR-BI] CHO cells, DiI-HDL uptake fluorescence, 3 h; inhibition, % at 12.5 µM; AID 488896;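 active = mean replicate inhibition of at least 70% and a set share of replicates each scoring 70 or more; inconclusive = meets just one of the two criteria; inactive = fails both criteria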;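 note: 0% = median of neutral control wells and 100% = median of positive control wells; values of inactives mirror those of a sister screen read the other way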
Target sequence (Q61009 whole entry, looked up): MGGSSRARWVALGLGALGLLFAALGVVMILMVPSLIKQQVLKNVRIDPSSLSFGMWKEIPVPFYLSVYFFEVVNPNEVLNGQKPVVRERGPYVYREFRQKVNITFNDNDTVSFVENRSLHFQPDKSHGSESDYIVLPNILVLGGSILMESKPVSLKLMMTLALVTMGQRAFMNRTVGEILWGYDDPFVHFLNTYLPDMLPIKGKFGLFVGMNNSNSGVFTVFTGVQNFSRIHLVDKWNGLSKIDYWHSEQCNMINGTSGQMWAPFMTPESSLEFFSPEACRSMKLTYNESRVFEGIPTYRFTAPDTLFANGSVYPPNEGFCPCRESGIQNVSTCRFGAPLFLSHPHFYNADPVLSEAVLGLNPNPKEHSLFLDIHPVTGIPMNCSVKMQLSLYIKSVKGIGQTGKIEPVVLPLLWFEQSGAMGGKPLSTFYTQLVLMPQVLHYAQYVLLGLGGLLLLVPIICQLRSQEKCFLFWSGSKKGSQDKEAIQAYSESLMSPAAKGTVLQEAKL
V-ATPase pHluor – regulators of yeast V-ATPase proton transport | S. cerevisiae, pHLuorin cytosolic pH fluorescence | response, % at 10 µM | actives 0.37% (n = 350,000) | AID 504577; in the data active = response mostly above about 7.3%, no sharp cut-off; inactive = mostly below about 5.4%; note: actives read high; inactives centre near 0; some compounds called inactive have numbers as strong as hits; reference of the scale not given here
HTR5A inv ctr – inverse agonist of human HTR5A in OPRM1-OPRD1 counter-screen. inhibition, % at 9.3 µM. actives 0.083% (n = 340,000). AID 504634. HTR5A cell line, luminescence, inverse agonism; in the data active = inhibition mostly above about 23%, no sharp cut-off; inactive = mostly below about 18%;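 note: 0% = cells with DMSO and 100% = no-cell wells with DMSO; some compounds called inactive have numbers as strong as hits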
An asterisk follows results filed as active; ? = inconclusive; nt = no result given. The order is random; overall some 5% were active at least once.

SMILES	dFosB activator	Wnt act	CDK5 p35 inh	PvdQ inh	MITF TRPM1 HTS	HTR5A ag ctr	NSD2 HMT inh	SR-BI HDL uptake	V-ATPase pHluor	HTR5A inv ctr
COc1ccc(NC(=O)CC2C(=O)N(Cc3cccs3)C(=S)N2C(C)C)cc1 (centres undefined)	-2	2	0.4	-16	10	-1	-2	8	-2	3
CC(C)Cn1c(S(=O)(=O)O)nc2ccccc21	3	3	0.3	-8	-4	2	0	nt	0	-7
O=C(c1ccc([N+](=O)[O-])cc1)N1CCSC1c1ccc(Br)cc1 (centres undefined)	-11	0	-6.0	-7	2	5	-2	4	1	15
Nc1cccc2c3c(oc12)CCCC3	-4	1	1.8	-5	-6	-3	1	0	1	-8
CC1CCc2nn(CC(=O)NCc3ccco3)cc2C1 (centres undefined)	1	2	-2.1	11	11	-5	nt	-6	4	14
Cc1ccc(SCC(=O)OCC(=O)N(C)CC(=O)Nc2ccccc2Cl)cc1C	-4	0	-0.7	-2	-6	-4	0	-4	1	2
COc1ccccc1NC(=S)N(CCc1ccc(OC)c(OC)c1)Cc1ccccn1	-1	-1	-1.1	0	1	-1	nt	7	0	4
NC(=O)Nn1c(CCC(=O)O)ccc1-c1ccc(Cl)cc1	-1	5	-1.7	-17	-4	6	1	-9	-2	-17
CCc1ccc(NC(=O)Nc2cc(C(=O)O)ccc2N2CC3CC(C2)c2cccc(=O)n2C3)cc1 (centres undefined)	-6	2	nt	-7	17	1	1	-17	4	0
Cc1ccc(C)c(S(=O)(=O)N2CCN(C(=O)Cc3ccsc3)CC2)c1	-12	-1	0.7	-14	2	-2	-1	-6	0	6
Cc1ccc(C(=O)N/C(=C\c2cccc([N+](=O)[O-])c2)C(=O)NC(Cc2ccccc2)C(=O)O)cc1 (centres undefined)	-2	-1	-0.4	-15	0	-1	13	6	-4	-8
Cc1cc(S(=O)(=O)N2CCN(c3ccc(F)cc3)CC2)c(C)s1	0	-6	1.6	-5	nt	3	nt	2	-1	-7
OCCOCCn1c(C(CO)Nc2nc(-c3cccc(Br)c3)cs2)nc2ccccc21 (centres undefined)	-5	-1	2.5	7	16	9	nt	3	2	9
Nc1ccc(S(=O)(=O)Nc2nccc(/C=C/c3ccc(Br)s3)n2)cc1	7	0	-0.4	5	-4	1	-6	-9	1	-2
COc1ccccc1/C=C/C(=O)OCCCN(C)C	-5	?	1.6	-2	-11	2	4	-27	-2	-6
Cc1ccc(C)c(OCC(=O)Nc2c[nH]c(=O)[nH]c2=O)c1	1	-8	-1.0	-14	-16	3	0	-13	3	-4
COC(=O)c1cn(NC(=O)c2cc(OC)c(OC)c(OC)c2)c(=O)c2ccccc12	11	nt	2.8	10	-12	1	-1	5	0	2
CCC/C(O)=C1\C(=O)CCCC1=NCCCCCC(=O)O	9	nt	0.2	-3	-14	-1	4	-2	5	2
COc1ccc(NC(=O)Nc2ccc(N3CCCC3=O)cc2)cc1OC	1	-1	-0.1	-12	2	0	-1	-15	1	0
CC(C)(C)c1[nH]c2ccccc2c1/C=N/O	-3	nt	1.0	7	3	-5	-1	6	-3	-23
COc1ccc(CNC(=O)c2cc(=O)c3c(C)cc(C)cc3o2)cc1	-7	1	0.6	-12	-3	5	0	10	1	-19
Cc1sc(NC(=S)NC(=O)c2ccco2)c(C(N)=O)c1C	-5	24	-3.8	-13	36	3	-1	11	-2	-7
CC(=O)c1c(OC(=O)c2ccccc2)c2ccccc2n1C	-10	nt	0.7	-6	-14	0	nt	19	1	3
CCC1CCCCN1CCCNC(=O)Cn1nc(-c2ccc(C)cc2)ccc1=O (centres undefined)	-4	nt	-1.8	-8	7	-2	1	3	1	-8
O=C(Nc1ccc(OC(F)(F)F)cc1)c1[nH]ncc1[N+](=O)[O-]	-7	3	1.0	-52	-69	-2	2	-7	-3	19
CCOC(=O)C1=C(CS(=O)(=O)c2ccccc2)NC(=O)NC1c1ccc(O)c(OC)c1 (centres undefined)	-6	6	-1.7	-9	-1	4	-1	-1	-1	8
CCC1=NN2C(=N)/C(=C\c3cccn3-c3ccc(Cl)cc3)C(=O)N=C2S1	-9	10	-0.7	-16	-3	1	9	23	-3	-2
COC(=O)/C(C#N)=C/c1c(Oc2cccc(C)c2C)nc2ccccn2c1=O	-8	7	1.2	-10	nt	-2	4	-17	4	-32
O=C(NCc1cccnc1)c1cccc(S(=O)(=O)Nc2cccc(Cl)c2)c1	-11	0	-0.9	-19	-1	5	-3	-8	2	-17
Brc1ccc(Oc2nsnc2N2CCOCC2)cc1	-12	nt	0.3	-2	nt	5	nt	37	-2	17
CC(C)CN1CCN(CC#Cc2ccccc2)CC1CCO (centres undefined)	-15	5	1.5	-10	-2	11	-17	-10	-4	-55
COc1ccc(C(=O)C[n+]2ccc(-c3nnc4n3CCC4)cc2)cc1	10	-6	nt	2	15	-1	-2	-37	1	9
O=C(NCCN1CCOCC1)c1cc(-c2ccc(Cl)cc2)on1	-2	-2	0.2	-1	6	1	0	2	1	19
COc1ccc(Nc2nc(S(=O)(=O)c3ccc(C)cc3)c(Cl)s2)cc1	0	-1	-0.1	-3	2	13*	0	24	2	-35
COc1ccc(C(=O)c2c[nH]c(C(=O)NCc3ccco3)c2)cc1	-5	-1	3.0	-3	5	5	3	38	1	15
COc1ccccc1NS(=O)(=O)c1cc(C(=O)N2CCN(C/C=C/c3ccccc3)CC2)ccc1C	-18	0	1.2	-14	-8	2	19	29	2	-6
CC1Nc2ncnc(N3CCc4ccccc4C3)c2N(Cc2ccc(Br)cc2)C1=O (centres undefined)	51*	-2	0.3	-6	6	1	nt	-12	6	14
Nc1nc(-c2ccco2)nn1S(=O)(=O)c1ccc(Cl)cc1	3	-2	-0.7	-1	-7	4	nt	-14	-3	-13
O=C(NC(=S)Nc1ccc(Br)c(Cl)c1)C1CC1	-8	4	1.2	-2	-9	-2	-2	2	2	-11
Cc1ccc(-n2ncc(-c3nnc(SCC(=O)NC4CCCC4)o3)c2N)cc1C	?	nt	-1.9	-11	4	0	1	22	-2	-30
Cn1c(N)c(Sc2ccc([N+](=O)[O-])cc2)c(=O)n(C)c1=O	0	-2	1.3	-11	13	-6	0	-1	0	14
CCC(=O)Nc1ccc(Cl)c(NC(=O)c2ccc(Br)o2)c1	-16	nt	-0.7	-9	16	-3	2	76*	4	-25
CCOc1ccc2oc(-c3ccccc3)c(C(=O)O)c2c1	3	1	-1.0	-11	2	1	-13	3	2	-23
CCCOc1ccc(C(=O)NNC(=S)NC(=O)c2cc(-c3ccccc3)nc3ccccc23)cc1	-16	-7	1.1	-11	-2	3	0	-22	-5	1
CN(C)CCNS(=O)(=O)c1ccc(N2CCc3ccccc32)c([N+](=O)[O-])c1	3	-3	-1.0	-11	-14	-2	18	nt	5	6
COc1ccc(CCC2(C)NC(=O)NC2=O)cc1 (centres undefined)	-3	0	1.8	-7	-1	-1	-2	10	6	23
COc1cccc(CC2(CO)CCCN(C/C=C/c3ccccc3OC)C2)c1 (centres undefined)	-7	-2	-0.5	1	-15	-5	-2	9	-2	13
CN(C(=O)c1cccc(NC(=O)Cc2ccc(NC(=O)C3CCCN(C(=O)C4CCCCC4)C3)cc2)c1)C1CCC1 (centres undefined)	-11	-2	-0.1	-18	-16	2	nt	64	3	-7
O=C(O)c1cc(N/N=C/c2c(O)ccc3ccccc23)ccc1Cl	-7	20	-0.9	-12	54	0	19	6	5	1
Oc1[nH]c2ccccc2c1N=Nc1ccccn1	-1	2	-1.4	-1	27	-1	0	-3	2	4

New compounds follow:
SMILES	dFosB activator	Wnt act	CDK5 p35 inh	PvdQ inh	MITF TRPM1 HTS	HTR5A ag ctr	NSD2 HMT inh	SR-BI HDL uptake	V-ATPase pHluor	HTR5A inv ctr
O=C(CNC(=O)c1ccc(Cl)cc1Cl)Nc1ccc(F)cc1	-6	-1	2.1	-12	9	-1	1	nt	0	-7
COc1ccc(CNC(=O)/C(C#N)=C2\N=C(NC(=O)c3cccs3)c3ccccc32)cc1	-8	12	0.0	-5	3	3	0	17	-3	-29
COc1ccccc1N(C)S(=O)(=O)c1ccc(C(=O)Nc2cccc(S(=O)(=O)N3CCOCC3)c2)cc1	7	-2	-0.2	-21	6	-4	4	57	-2	14
COC(=O)c1cc(CNC(=O)c2sccc2-c2ccccc2)ccc1OC	-11	1	1.2	-12	-9	0	-1	3	-4	-10
CCOc1ccc(NC(=O)CSc2nnnn2C2CCCC2)cc1	1	-1	0.3	-14	-7	2	-3	nt	1	-22
CCC(CC)COC(=O)C1=C(C)NC(=O)NC1c1cc(OC)ccc1OC (centres undefined)	-8	-2	-0.5	-11	1	-2	-2	-8	4	8
CC(=O)Nc1nc2cc(N)ccc2s1	4	6	-0.9	-5	13	12	nt	-13	-2	-31
O=C(Nc1ccc(-c2cn3ccsc3n2)cc1)C1CC1	-2	42*	0.5	-14	58	0	0	11	9	-8
CN(CC(=O)Nc1ccccc1Br)C(=O)c1ccccc1OCc1ccccc1Cl	-3	-3	-0.8	-3	-13	-2	0	39	0	6
O=C(O)CCC(=O)OCCCc1cc2ccccc2c(=O)o1	-7	1	-0.5	9	-8	7	nt	6	4	-4
C/C(=N\Nc1nncc2ccccc12)c1ccc(O)cc1	-3	29	1.3	-5	8	5	3	20	1	-11
CC1CCCCC1NC(=O)CN1c2cccc3cccc(c23)S1(=O)=O (centres undefined)	-5	-1	1.3	-8	-8	-1	-1	1	0	3
COc1ccc2[nH]c(C)c(CCN3C(=O)C4CC=CCC4C3=O)c2c1 (centres undefined)	5	-5	3.0	11	1	-5	nt	20	1	13
Cc1nnsc1NC(=O)OCc1ccc(Cl)cc1Cl	?	nt	1.8	-2	-8	-4	11	27	-4	11
CCN(Cc1ccccc1)c1c(C(=O)O)cnc2c1cnn2C	2	-2	0.4	-7	-4	nt	-2	-5	-2	nt
CCc1noc(C)c1C(=O)Nc1cc(S(=O)(=O)N(CC)CC)ccc1N1CCCC1	-8	0	-0.1	1	1	2	1	2	-2	13
CCn1c(SCC(=O)Nc2cccc(F)c2)nc2c(c1=O)SC(C)C2 (centres undefined)	1	-2	-0.9	-8	-15	3	nt	17	-4	-8
Cn1c(=O)n(-c2cccc(Cl)c2)c(=O)n1C	3	nt	-0.2	-11	1	-2	-2	-18	-3	7
O=C(NCCc1nccs1)C1CCC(=O)N(CCc2ccc(Cl)cc2)C1 (centres undefined)	-6	5	-0.5	-19	2	6	2	-12	3	-5
CN(C)C(CNC(=O)c1ccc2[nH]c(=O)c(=O)[nH]c2c1)c1ccco1 (centres undefined)	2	0	0.4	2	nt	1	0	-18	-1	-2
COc1ccc2nc(C)cc(N/N=C/c3cccc(OC)c3O)c2c1	-119	-7	0.2	-4	nt	2	4	-11	2	-8
